SIRT5 block: SIRT5 desuccinylase inhibitors, primary screen, biochemical, fluorescence imaging, single point, set 5 | AID 652115, 2013 | NAD-dependent protein deacylase sirtuin-5, mitochondrial (Homo sapiens), Q9NXA8 | Purified SirT5, succinyl-peptide AMC, trypsin-coupled fluorescence | inhibition, % at 15 µM | actives 1.1% (n = 330,000); in the data active = inhibition above about 15%
Target sequence (Q9NXA8 whole entry, looked up): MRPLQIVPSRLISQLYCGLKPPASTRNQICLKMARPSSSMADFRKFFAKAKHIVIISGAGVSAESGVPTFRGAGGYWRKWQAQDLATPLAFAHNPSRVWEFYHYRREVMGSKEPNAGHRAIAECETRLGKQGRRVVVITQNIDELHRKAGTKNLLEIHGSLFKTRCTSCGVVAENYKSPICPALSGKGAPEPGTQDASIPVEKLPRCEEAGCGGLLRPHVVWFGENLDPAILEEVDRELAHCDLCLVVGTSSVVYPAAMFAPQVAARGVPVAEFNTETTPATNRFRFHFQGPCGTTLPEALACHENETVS
PGC1a acetyl inh: inhibitors of PGC1a acetylation signal, primary screen, cell-based, U2OS, AlphaScreen, inhibitor mode | AlphaScreen anti-acetyl-lysine; with virally co-expressed GCN5 acetyltransferase | inhibition, % at 15.6 µM | actives 0.17% (n = 350,000) | AID 651687, 2012;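 active = every replicate shows inhibition of at least 40%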;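 note: 0% = neutral control wells and 100% = positive control wells; some results beyond the cut were filed as inactive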
ERAP1 inh: human ERAP1 aminopeptidase inhibitors, primary screen, biochemical, single point, plate reader; Endoplasmic reticulum aminopeptidase 1 (Homo sapiens), Q9NZ08; inhibition, % at 10.7 µM; AID 652197, 2013; actives 0.15% (n = 340,000); recombinant ERAP1, Leu-AMC fluorescence, 60 min;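 active = mean replicate inhibition of at least 30%, or all replicates individually reaching that 30% level; inactive = mean below 30% and not every replicate reaching it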;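 note: 0% = neutral control wells and 100% = L-leucinethiol positive control wells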
LGR2 inh: inhibitors of bursicon-induced LGR2 CRE-luciferase signal, primary screen, cell-based, HEK293, CRE-luciferase reporter, bursicon stimulation. inhibition, % at 9.99 µM. bursicon-stimulated, 4 h. actives 0.35% (n = 380,000). Drosophila bursicon receptor LGR2 (rickets);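 active = drop in luminescence signal, shown as inhibition above about 50% in the replicate tests, limit read from the data, passing the limit was not always enough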;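 note: agonist challenge used bursicon conditioned medium at about half maximal strength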
Cneo AK release: Cryptococcus neoformans cell lysis inducers, primary screen, AK release luminescence, single concentration. C. neoformans lysis, adenylate kinase release luminescence, 4 h; normalised: neutral wells 0, clomiphene wells 100. lysis activity, % at 15 µM. actives 0.2% (n = 360,000);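 active = mean lysis activity across replicates of at least 80%, whatever share of replicates individually reach that level; inactive = mean lysis activity below 80%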
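Assay system: log-phase C. neoformans yeast / Quantity: yeast cell density of 5 × 10^6 cells/mL / Medium: fresh YPD growth medium / Compound: single dose / Timing: static 4 h at 37 °C with compound, 1 h detection / Measured by: adenylate kinase release luminescence / Read-out: lysis from increased AK signal / Benchmarks: Clomiphene as positive lysis control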
S100A4 MyoIIA: inhibitors of S100A4-myosin IIA peptide binding, primary screen, biochemical, fluorescence polarization, TAMRA-MyoIIA peptide; Protein S100-A4 (Homo sapiens), P26447; inhibition, % at 10.7 µM; actives 0.14% (n = 360,000); AID 652163, 2013;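 active = mean inhibition of at least 70% across replicates, with every replicate also reaching that level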
Target sequence (P26447 whole entry, looked up): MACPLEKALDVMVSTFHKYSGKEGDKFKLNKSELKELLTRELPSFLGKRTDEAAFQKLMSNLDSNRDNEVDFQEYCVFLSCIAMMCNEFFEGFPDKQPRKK
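assay system = human S100A4 monomer with TAMRA-labelled myosin IIA peptide | also added = labelled myosin peptide probe, 5 nM | incubation = 5 min between mix addition and reading | control set = DMSO and TFP controls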
Statin myotox sup: suppressors of statin myotoxicity in C2C12 myotubes, primary screen, cell-based, single point, plate reader. rescue of ATP level, % at 7.49 µM. actives 0.78% (n = 330,000). C2C12 myotubes + simvastatin, ATP luminescence, 48 h; scaled: DMSO 0, geranylgeraniol control 100;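 active = mean ATP rescue above about 67%, or every replicate alone reaching that limit, limit read from the data, passing the limit was not always enough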;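 note: myotubes were challenged with 10 µM simvastatin during compound exposure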
Xi reactivation: activators of inactive X chromosome reactivation, primary screen, imaging, XiGFP fibroblasts, GFP high-content imaging, set 2 | XiGFP mouse fibroblasts, % GFP-positive cells imaging, 3 d; cells co-treated with 5-aza-dC sensitizer; scaled so ellipticine positive control = 100% | activation, % at 7.58 µM | actives 0.055% (n = 360,000);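 active = mean normalized replicate activation at least 10% and every replicate at or above 10%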;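 note: 0% = median of on-plate neutral control wells and 100% = ellipticine 6 µM median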
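Material: SV40-immortalized XiGFP fibroblast cells, line 68-5-11 | Buffer or medium: DMEM containing 5-aza-dC | Dosing: One concentration, pinned | Times: 3 d treatment, 15 min room-temperature fixation | Controls: Ellipticine 6 µM positive control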
* hit, by the source's call; . = no result given; & = joins results of further samples. Not all compounds are listed; count on the stated rates, not on these rows.

mol | SIRT5 block | PGC1a acetyl inh | ERAP1 inh | LGR2 inh | Cneo AK release | S100A4 MyoIIA | Statin myotox sup | Xi reactivation
CC1(c2nnc(Cc3ccccc3)o2)CC(c2ccc(Br)cc2)=NO1 (stereo unspecified) | . | -2 | . | -15 | 0 | . | -2 | 0.0
COc1cccc(N2CCN(C(=O)CCSCc3ccccc3F)CC2)c1 | -1 | . | 5 | 1 | . | 6 | . | 0.0
COc1ccc(Cc2c(-c3ccco3)nc3ccc(Cl)cn23)c(C)c1 | 14 | 0 | -1 | -6 | 1 | -4 | 14 | 0.0
O=C(/C=C/c1ccc(Cl)cc1)N(Cc1cccs1)C1CCS(=O)(=O)C1 (stereo unspecified) | 1 | 5 | 0 | 1 | -2 | -2 | 1 | -0.1
COc1ccc(CNC(=O)C2CCCN2)cc1OC (stereo unspecified) | -9 | . | 7 | -21 | . | -2 | . | 0.4
O=C(Cn1c(=O)oc2ccccc21)Nc1ccc(F)c(F)c1 | -4 | 1 | -1 | -1 | -2 | -19 | -8 | 0.0
Cc1ccc2cccc(SCC(=O)N3CCOCC3)c2n1 | . | 2 | . | 1 | 11 | . | -4 | .
COc1ccc(OCC(=O)NCCNC(=O)c2ccccn2)cc1 | 0 | -10 | 2 | 28 | -7 | -4 | -2 | -0.1
CCCN(C(=O)c1cc(Cl)nc2ccccc12)c1c(N)n(Cc2ccccc2)c(=O)[nH]c1=O | -3 | 10 | -1 | -9 | 1 | -5 | 7 | 0.7
CO[C@H]1CN(C)C(=O)c2ccc(NC(=O)c3ccccc3)cc2OC[C@@H](C)N(C(C)=O)C[C@H]1C | 2 | 12 | 1 | -3 | -2 | -52 | 8 | -0.1
COC(=O)C[C@@H]1C=C[C@@H](NS(=O)(=O)c2ccc(OC)cc2)[C@@H](CO)O1 | 2&-3 | 4 | -1 | 16&-6 | 30 | -9&0 | 9 | -0.1&0.5
Cc1ccc(C2CC2c2n[nH]c(=S)n2-c2cccc(C)c2)cc1 (stereo unspecified) | -2 | 9 | -1 | -5 | . | -7 | . | 0.0
Cc1ccnc(SCc2cc(=O)c(OC(=O)c3cccs3)co2)n1 | -3 | -4 | . | -1 | 7 | -4 | -4 | 0.1
Cc1ccc(NC(=O)C2=C(O)CCn3c2nc2ccccc23)cc1 | -3 | 5 | 2 | -16 | 4 | 3 | 21 | .
Cc1ccc(C(=O)Nc2ccc(OCc3ccccc3)cc2)s1 | -2 | -6 | -3 | -15 | 1 | -2 | -8 | 0.0
CCC(=O)Nc1cc2[nH]c(=O)cc(C)c2cc1C | -6 | 0 | -1 | 14 | . | 1 | . | 0.0
CN(C)c1ccc(/C=N/NC(=O)CCCO)cc1 | 0 | -9 | 4 | -52 | . | 3 | . | 0.0
Cc1ccc2c(c1)C1CN(C)CCC1N2C(=O)c1ccccc1NS(=O)(=O)c1cccc(C(F)(F)F)c1 (stereo unspecified) | 1 | . | -1 | 11 | . | -3 | . | -0.1
CC1CCN(C2CC(=O)N(c3ccc(Br)cc3Br)C2=O)CC1 (stereo unspecified) | 0 | -8 | -4 | 10 | -12 | -3 | -3 | 0.2
CC(=O)Nc1ccc(NC(=O)CCCn2cnc3ccccc3c2=O)cc1 | 0 | 5 | 3 | -11 | 0 | -1 | 5 | 0.6
CC(=O)N[C@H]1CC[C@@H](CCNC(=O)C2CCC2)O[C@H]1CO | 2 | 5 | 6 | 8 | 112* | 6 | -4 | -1.0
CC1CN/C(=C\C(=O)c2ccc(Br)cc2)C(=O)N1 (stereo unspecified) | 3 | . | 1 | -18 | -4 | 0 | . | -0.1
COc1ccc(NC(=O)Nc2ccc3c(c2)C(=O)N([C@@H](C)CO)C[C@H](C)[C@H](CN(C)S(=O)(=O)c2ccc(F)cc2)OCCCC[C@@H](C)O3)cc1 | 7 | -7 | 3 | 14 | 0 | 7 | . | 0.1
Fc1ccc(CSc2nnc3ccc(-c4ccncc4)nn23)cc1 | 0 | -8 | 2 | -1 | -1 | -5 | 2 | -0.1
Nc1nc(=S)[nH]c2c1C1(CCCCC1)Cc1ccccc1-2 | -4 | -8 | 0 | -1 | 7 | -1 | . | -0.1
NC(=O)c1ncn([C@@H]2O[C@H](C(=O)Nc3ccc(C(=O)N4CCCCC4)cc3)[C@@H](O)[C@H]2O)n1 | 0 | . | -2 | 10 | . | -5 | . | 0.3
O=C(O)c1ccc(Cl)c(N2C(=O)Nc3ccccc3N2O)c1 | -2 | 1 | 0 | -4 | . | 10 | . | 0.1
Cc1ccc2[nH]c(=O)c(CN3CCCCC3)c(-c3ccccc3)c2c1 | -2 | 0 | 5 | 17 | . | 1 | . | 0.0
O=C1NC(=O)/C(=C/c2cc3c(cc2Br)OCO3)S1 | 5 | . | 2 | -9 | 2 | 0 | -9 | 0.1
COC(=O)c1sccc1NC(=S)N1CCN(c2cc(C)ccc2C)CC1 | . | 5 | . | 13 | 2 | . | . | 0.0

By substructure, the compounds so far with an NH in an aromatic ring (5)
mol | SIRT5 block | PGC1a acetyl inh | ERAP1 inh | LGR2 inh | Cneo AK release | S100A4 MyoIIA | Statin myotox sup | Xi reactivation
CCCN(C(=O)c1cc(Cl)nc2ccccc12)c1c(N)n(Cc2ccccc2)c(=O)[nH]c1=O | -3 | 10 | -1 | -9 | 1 | -5 | 7 | 0.7
Cc1ccc(C2CC2c2n[nH]c(=S)n2-c2cccc(C)c2)cc1 (stereo unspecified) | -2 | 9 | -1 | -5 | . | -7 | . | 0.0
CCC(=O)Nc1cc2[nH]c(=O)cc(C)c2cc1C | -6 | 0 | -1 | 14 | . | 1 | . | 0.0
Nc1nc(=S)[nH]c2c1C1(CCCCC1)Cc1ccccc1-2 | -4 | -8 | 0 | -1 | 7 | -1 | . | -0.1
Cc1ccc2[nH]c(=O)c(CN3CCCCC3)c(-c3ccccc3)c2c1 | -2 | 0 | 5 | 17 | . | 1 | . | 0.0

(continued)
mol | SIRT5 block | PGC1a acetyl inh | ERAP1 inh | LGR2 inh | Cneo AK release | S100A4 MyoIIA | Statin myotox sup | Xi reactivation
Cc1ccc2cc(CN(CC3CCCO3)C(=S)NCc3ccco3)c(=O)[nH]c2c1C (stereo unspecified) | 4 | . | -2 | . | . | -5 | . | 0.1
C[C@@H]1CN([C@@H](C)CO)C(=O)Cc2cc(NC(=O)Nc3cccc4ccccc34)ccc2O[C@H]1CN(C)Cc1ccc(C(=O)O)cc1 | 0 | 6 | -16 | 15 | 1 | 28 | 1 | 0.0
N/C(=N\OC(=O)c1cccc(Br)c1)c1ccccn1 | -5 | 4 | 0 | 77* | -9 | -1 | -13 | -0.1
COc1cccc(OCC(=O)NNC(=O)c2ccc3ccccc3c2)c1 | -2 | . | -1 | 6 | -1 | -2 | -9 | 0.0
Cc1ccccc1NC(=O)c1ccc2snnc2c1 | -4 | -4 | 3 | . | 2 | -3 | 5 | 0.1
COc1ccc(NC(=O)Nc2ccc3c(c2)[C@H]2C[C@@H](CC(=O)NCc4ccccn4)O[C@H](CO)[C@H]2O3)cc1 | -5 | -1 | 0 | 3 | 5 | -3 | 3 | 0.1
COc1ccc(-c2nc(CS(=O)(=O)CC(=O)NCc3cccc(F)c3)c(C)o2)cc1 | 2 | 18 | 3 | -14 | 2 | 0 | 2 | 0.1
CN1C(=O)c2cc(NC(=O)c3cnccn3)ccc2OC[C@@H]2O[C@H](CC(=O)O)CC[C@H]21 | -3 | 1 | 0 | 4 | 5 | -3 | -3 | 0.3
CC(C)(C)C(=O)NC(c1ccccc1)c1c(O)ccc2ccccc12 (stereo unspecified) | -6 | -2 | 1 | 9 | -3 | 0 | 16 | 0.0
CNC[C@H]1Oc2ccc(NC(=O)Nc3ccc(OC)cc3)cc2C(=O)N([C@@H](C)CO)C[C@@H]1C | . | -2 | 1 | -16 | -3 | 4 | 32 | 0.6
Cc1noc(C)c1NC(=O)N[C@@H]1CC[C@@H](CC(=O)NCc2ccc(Cl)c(Cl)c2)O[C@@H]1CO | 3 | 6 | 0 | 6 | 1 | -9 | 14 | -0.1
CC(C)c1ccc(NC2CCCN(C(=O)CCN3CCCC3=O)C2)cc1 (stereo unspecified) | 0 | 3 | -1 | -4 | -2 | -4 | 0 | 0.1
O=C(Nc1c(C(=O)N2CCN(c3ccccn3)CC2)oc2ccccc12)c1ccc([N+](=O)[O-])cc1 | 0 | . | 0 | . | -1 | 0 | -24 | 0.2
Oc1ccc(Nc2nc(-c3ccccc3F)nc3ccccc23)cc1 | -3 | -8 | -3 | -14 | -1 | 1 | -9 | 0.2
Cc1ccc(NC(=O)CN(C)S(=O)(=O)c2cccs2)cc1C | 0 | 4 | 2 | -11 | 2 | 2 | -8 | .
CC(=O)N1[C@@H](CO)[C@@H](c2ccc(C3=CCCC3)cc2)C12CN(C(=O)C1CC1)C2 | 4 | 5 | 2 | 1 | . | 2 | . | 0.0
O=C(NCC[C@H]1CC[C@H](NC(=O)c2ccncc2)[C@H](CO)O1)Nc1ccc(Cl)cc1 | 0 | 0 | 4 | -10 | -4 | 9 | -8 | 0.4
O=C(CCSCc1ccc(Cl)cc1)NCc1cccnc1 | -3 | . | 2 | -3 | . | -8 | . | 0.4
COc1cc(CN2CC(=O)N(c3ccc(C)c(Cl)c3)C2=S)cc(OC)c1OC | -4 | -8 | -2 | -1 | 0 | 1 | 14 | 0.0

Some of the entries so far, with two lines to a compound:
Each structure is followed by: SIRT5 block | PGC1a acetyl inh | ERAP1 inh | LGR2 inh | Cneo AK release | S100A4 MyoIIA | Statin myotox sup | Xi reactivation
- CC(C)(C)C(=O)NC(c1ccccc1)c1c(O)ccc2ccccc12 (stereo unspecified)
    -6 | -2 | 1 | 9 | -3 | 0 | 16 | 0.0
- CNC[C@H]1Oc2ccc(NC(=O)Nc3ccc(OC)cc3)cc2C(=O)N([C@@H](C)CO)C[C@@H]1C
    . | -2 | 1 | -16 | -3 | 4 | 32 | 0.6

Records listed so far shown as hits in LGR2 inh:
Compound | SIRT5 block | PGC1a acetyl inh | ERAP1 inh | LGR2 inh | S100A4 MyoIIA
N/C(=N\OC(=O)c1cccc(Br)c1)c1ccccn1 | -5 | 4 | 0 | 77* | -1

Full records as entered above. Order of values: SIRT5 block | PGC1a acetyl inh | ERAP1 inh | LGR2 inh | Cneo AK release | S100A4 MyoIIA | Statin myotox sup | Xi reactivation
Entry for O=C(CCSCc1ccc(Cl)cc1)NCc1cccnc1 : -3 | . | 2 | -3 | . | -8 | . | 0.4
Entry for C[C@@H]1CN([C@@H](C)CO)C(=O)Cc2cc(NC(=O)Nc3cccc4ccccc34)ccc2O[C@H]1CN(C)Cc1ccc(C(=O)O)cc1 : 0 | 6 | -16 | 15 | 1 | 28 | 1 | 0.0
Entry for CC(C)c1ccc(NC2CCCN(C(=O)CCN3CCCC3=O)C2)cc1 (stereo unspecified) : 0 | 3 | -1 | -4 | -2 | -4 | 0 | 0.1
